Compound activity as filed in PubChem BioAssay.
Rab7 wt GTP bind: modulators of GTP binding to dog Rab7 wildtype GTPase | AID 758 | GTP binding activity (percent of control), % at 10 µM | GST-Rab7 beads, fluorescent GTP binding, flow cytometry; actives lie on both sides; untreated = 100%, excess cold GTP = 0% | actives 0.055% (n = 190,000);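 active = fluorescent GTP binding to Rab7 beads changed by at least 20 points from the 100% baseline, either direction, mostly lower; inconclusive = compound itself probably fluorescent, or too few beads counted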;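 note: median green fluorescence of bound Bodipy-FL-GTP per Rab7 bead population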
Rac1 wt modul: alters GTP binding to wildtype human Rac1; actives 0.27% (n = 190,000); GTP binding activity (% of control), % at 10 µM; GST-Rac1 beads, fluorescent GTP binding, flow cytometry; actives lie on both sides; 0 = cold GTP competed, 100 = untreated;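 active = GTP binding activity at least 20 points away from the 100% control level, either lower or higher; inconclusive = compound flagged as likely green fluorescent, judged across all proteins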
Cdc42 wt GTP: modulators (inhibitors or activators) of GTP binding to human Cdc42 wildtype; P60953; GST-Cdc42 beads, Bodipy-GTP binding, flow cytometry; actives lie on both sides; percent activity (GTP binding), % at 10 µM; actives 0.2% (n = 190,000);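 active = percent activity GTP binding at least 20 points away from the 100% baseline, either down as inhibitor or up as activator; inconclusive = compound flagged as likely green fluorescent from well-wide comparison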;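 note: median bead fluorescence of bound Bodipy-FL-GTP at 100 nM; 0% = excess unlabeled GTP control and 100% = no compound control; below 100% means less GTP binding so inhibitor and above means activator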
Target sequence (P60953 whole entry, looked up): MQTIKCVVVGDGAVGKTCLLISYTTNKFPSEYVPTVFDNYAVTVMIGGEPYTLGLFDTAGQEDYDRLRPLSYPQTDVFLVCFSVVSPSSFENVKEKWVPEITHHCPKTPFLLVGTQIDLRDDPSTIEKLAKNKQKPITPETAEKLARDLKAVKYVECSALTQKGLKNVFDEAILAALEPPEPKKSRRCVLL
GSH bead fluor: GSH bead compound fluorescence profile; GSH beads flow cytometry, compound fluorescence 488/530 nm; stronger effect = higher value; fluorescence (KMESF) at 10 µM; actives 0.25% (n = 190,000); in the data active = fluorescence above about 89;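 note: glutathione beads carrying GST-tagged Bcl family fusion proteins plus one bare bead set; values are compound well signal with DMSO vehicle wells as background; inactives centre near 16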
Avidin bead fluor: avidin bead compound fluorescence profile; Avidin beads, compound fluorescence 488/530 nm, flow cytometry; stronger effect = higher value; fluorescence (KMESF) at 10 µM; actives 0.38% (n = 220,000); AID 1775; in the data active = fluorescence above about 47; note: inactives centre near 10
HRas wt GTP: changes GTP binding to wildtype human HRas; actives 0.14% (n = 190,000); GTP binding activity, % at 10 µM; P01112; GST-Ras wt beads, Bodipy-FL-GTP binding, flow cytometry; actives lie on both sides;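 active = GTP binding activity at least 20% away from the 100% baseline, either lowered as inhibitor or raised as activator; inconclusive = flagged as likely green fluorescent, judged across all proteins in the well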;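 note: 0% = unlabeled GTP competition control and 100% = no-compound control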
Target sequence (P01112 whole entry, looked up): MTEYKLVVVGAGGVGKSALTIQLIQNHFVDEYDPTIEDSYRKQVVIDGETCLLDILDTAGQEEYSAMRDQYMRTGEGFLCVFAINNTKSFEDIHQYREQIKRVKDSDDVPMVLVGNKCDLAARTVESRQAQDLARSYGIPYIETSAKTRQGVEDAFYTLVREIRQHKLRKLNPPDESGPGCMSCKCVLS
Mcl1-Noxa inh: disrupts binding of human Mcl-1 to Noxa peptide. TR-FRET Mcl-1/Noxa peptide binding, 2 h. Q07820. inhibition, % at 21.7 µM. actives 1.5% (n = 220,000). AID 1022;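 active = compounds that cut the protein-peptide binding signal by more than 50% relative to plate controls in a single-dose test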;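 note: His-tagged Mcl-1 with rhodamine Noxa BH3 peptide and terbium anti-His antibody; 0% = Mcl-1 plus Noxa peptide wells and 100% = peptide-only wells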
Target sequence (Q07820 whole entry, looked up): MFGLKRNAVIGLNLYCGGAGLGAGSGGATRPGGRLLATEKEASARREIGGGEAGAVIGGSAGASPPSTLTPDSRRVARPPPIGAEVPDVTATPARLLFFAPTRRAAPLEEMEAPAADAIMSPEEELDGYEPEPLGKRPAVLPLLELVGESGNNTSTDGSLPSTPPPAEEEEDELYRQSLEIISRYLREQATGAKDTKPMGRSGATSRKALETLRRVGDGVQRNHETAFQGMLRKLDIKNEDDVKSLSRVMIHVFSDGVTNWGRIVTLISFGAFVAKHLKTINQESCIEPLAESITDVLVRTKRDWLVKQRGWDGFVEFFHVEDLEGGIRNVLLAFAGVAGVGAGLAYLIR
Rab2 wt GTP: changes GTP binding to wildtype dog Rab2A, up or down. GTP binding activity, % at 10 µM. GST-Rab2 wt beads, Bodipy-GTP binding, flow cytometry. actives 0.19% (n = 190,000);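 active = GTP binding activity at least 20 points away from 100%, either lowered or raised; inconclusive = signal likely due to the compound's own green fluorescence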;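 note: 0% = beads with excess unlabeled GTP and 100% = no-compound control corrected for plate trend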
Mcl1-Bid inh: disrupts binding of human Mcl-1 to Bid peptide; Q07820; TR-FRET Mcl-1/Bid-Dy647 peptide binding, 1536-well; inhibition, % at 21.7 µM; actives 0.97% (n = 220,000);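 active = compounds that cut the binding signal by more than half at the single screening dose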;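 note: His-tagged Mcl-1 with europium anti-His antibody binding Bid BH3 peptide; 0% = Mcl-1 plus peptide wells and 100% = peptide-only wells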
Pf gamet viab: kills late stage P. falciparum gametocytes | inhibition, % at 10.9 µM | P. falciparum stage V gametocytes, ATP luminescence, 24 h | actives 0.065% (n = 150,000) | AID 743093;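 active = inhibition above the mean plus 3 SD of compounds within the control limits, set per campaign, cut at about 38% in these data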;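 note: 0% = DMSO wells and 100% = medium only without gametocytes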
Rac1 act GTP bind: modulators of GTP binding to human Rac1 activated mutant; actives 0.11% (n = 190,000); percent activity (GTP binding), % at 10 µM; GST-Rac1 activated beads, fluorescent GTP binding, flow cytometry; actives lie on both sides; 100% means binding = to untreated wells;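 active = GTP binding at least 20 percentage points away from the 100% baseline, in either direction, so actives lie on both sides; inconclusive = Compound likely fluorescent itself, or too few beads counted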
Active calls of the source: *; ? = inconclusive; / = no result given.

mol	Rab7 wt GTP bind	Rac1 wt modul	Cdc42 wt GTP	GSH bead fluor	Avidin bead fluor	HRas wt GTP	Mcl1-Noxa inh	Rab2 wt GTP	Mcl1-Bid inh	Pf gamet viab	Rac1 act GTP bind
CCCc1nc2cc(Cl)c([N+](=O)[O-])cc2o1	?	?	?	16	7	?	-7	?	-20	14	?
Cc1cc(C)n2nc(SCC(=O)c3c(N)n(CC(C)C)c(=O)n(C)c3=O)nc2n1	91	98	94	16	9	97	4	95	-6	-8	98
CC(NC(=O)COC(=O)c1ccc2c(c1)OCO2)c1ccccc1 (stereo not given)	107	101	100	21	28	102	21	101	-5	-14	100
Cc1nn(C(=O)c2cccc([N+](=O)[O-])c2)c(C)c1Sc1ccccc1	103	105	101	31	12	102	16	99	8	-6	97
CCSc1nnc(CNc2ccc(C)cc2)n1C	96	104	102	20	13	100	14	100	-7	16	98
CCC/C(=N\NC(=O)c1csc(C)c1C)c1cccs1	102	99	104	17	11	101	-18	103	2	-1	99
O=C1c2ccccc2C(=O)N1c1cccnc1	?	?	?	16	28	?	-2	?	9	3	?
COc1ccccc1CNC(=O)C1CCN(Cc2nc(-c3cccc(Cl)c3)oc2C)CC1	96	95	93	58	9	94	-3	94	-23	/	93
CCN(CC)C(=O)CSc1nc2ccc(NC(=O)CSc3nnc(COc4ccccc4C)n3C)cc2s1	103	101	104	13	27	103	6	105	-3	/	100
Cc1nc2ccc(NC(=O)N3CCOCC3)cc2nc1C	93	92	95	19	7	93	19	95	-15	-1	96
COc1cccc(C(=O)N2CCN(C(=O)c3cccs3)CC2)c1OC	95	100	97	26	16	96	-5	97	-10	/	97
Cc1cc(C=O)c(C)n1-c1ccc(N2CCOCC2)cc1	99	102	100	29	5	99	12	99	-37	27	96
CCN(CC)S(=O)(=O)c1ccc(Cl)c(C(=O)N2CCc3ccccc32)c1	94	100	101	16	4	99	7	98	3	/	98
CCc1nc(N2CCN(Cc3ccc4c(c3)OCO4)CC2)c2oc3ccccc3c2n1	103	102	99	21	13	101	27	99	-4	4	99
CCOC(=O)c1sc(NC(=O)Nc2ccc(Cl)cc2)nc1C	98	99	98	3	12	98	14	100	-11	-9	100
CCOc1ccccc1NC(=O)CCS(=O)(=O)c1ccc(OC)cc1	97	89	89	8	8	95	1	97	-45	/	92
O=C(NCCN1CCOCC1)c1ccc(=O)oc1	99	101	102	13	35	101	-3	100	-13	/	97
O=C(CN1CCCCC1)Nc1cc(Cl)ccc1Oc1ccccc1	107	96	94	10	23	100	17	99	-27	22	97
O=C(Cc1ccc(-n2c(=O)c3sccc3n(CC(=O)Nc3ccccc3)c2=O)cc1)NCc1ccco1	99	103	96	21	10	100	8	99	-40	17	97
Cc1csc(NC(=O)CCc2c(C)nc3cc(-c4ccc(Cl)cc4)nn3c2C)n1	98	101	102	8	4	99	5	99	26	/	96
O=C(NCCN1CCOCC1)c1cnn2c(-c3ccccc3)cc(-c3ccccc3)nc12	101	102	101	24	14	101	2	99	3	/	97
CN(C)c1ccc(Nc2nc(N)c([N+](=O)[O-])c(N3CCOCC3)n2)cc1	100	103	103	8	4	99	83*	100	-12	-24	98
O=C(CCNS(=O)(=O)c1ccccc1F)NCc1ccc2c(c1)OCO2	100	104	104	14	6	102	7	104	-23	21	99
COc1ccc(-c2noc(CN3CCCCC3c3nccn3C)n2)cc1 (stereo not given)	107	110	106	9	10	104	7	105	-1	13	101
CCOc1ccc(Nc2oc(-c3cccs3)nc2C#N)cc1	98	101	99	14	10	96	-17	100	-34	/	98
O=C(c1ccc(NC2=NC3CS(=O)(=O)CC3S2)cc1)N1CCc2ccccc2C1 (stereo not given)	101	104	102	15	6	103	2	100	-41	/	98
COc1ccc(-c2nc(NC(=O)CSc3nnc4ccccn34)ns2)cc1	105	99	100	16	11	101	27	101	-2	/	97
CCC(=O)c1ccc(OCC(O)CN2CCN(S(=O)(=O)N3CCCCC3)CC2)cc1 (stereo not given)	94	99	97	22	5	99	11	97	-18	6	98
CC(=O)Nc1ccccc1OCC(=O)NC(C)c1ccccc1 (stereo not given)	103	102	97	12	8	102	-8	100	-12	19	101
NC(=S)N/N=C/c1ccc([N+](=O)[O-])cc1	104	98	98	16	23	100	-1	101	-45	-16	98
Cc1cc(C(=O)CSc2nc(N)cc(N)n2)c(C)n1-c1cccc(F)c1	103	105	97	9	4	102	1	97	-86	-7	99
O=C(Cc1ccccc1)NNC(=O)Cc1ccccc1	101	97	95	20	12	98	1	97	-17	-15	95
Cc1cc(C)cc(N(C(=O)CNS(=O)(=O)c2ccccc2)C(C(=O)NCc2ccccc2)c2ccc(C)o2)c1 (stereo not given)	97	99	98	16	11	96	13	95	9	-6	98
CCOC(=O)Cc1csc(N(C)C)n1	104	101	96	22	5	100	10	99	-22	1	95
O=C(CNC(c1ccccc1)c1ccccc1)Nc1ccc(F)cc1	99	100	101	10	9	98	6	100	4	/	101
Cc1c(Cl)cccc1NC(=O)CCC(=O)N/N=C/c1ccc[nH]1	95	100	93	11	11	96	11	97	-21	-53	94
COc1cccc(-n2c(Cc3cc(=O)[nH]c(=O)[nH]3)nnc2SCC(=O)Nc2ccccc2)c1	98	104	102	13	7	97	-9	100	-18	/	100
CCNC(=O)COc1ccc(OCc2ccccc2)cc1	97	97	93	8	12	92	-6	91	-23	-7	95
O=[N+]([O-])c1ccc(N/N=C/c2c[nH]c3ccccc23)c(S(=O)(=O)Nc2ccc(Cl)cc2)c1	102	109	106	15	9	105	25	105	2	6	101
CCOC(=O)Cn1nnc2c(sc3nc4c(c(-c5ccc(Cl)cc5)c32)CCC4)c1=O	99	96	97	10	10	101	-2	99	-32	/	95
O=C(COC(=O)c1cnccn1)c1ccc(OC(=O)c2ccccc2)cc1	99	106	100	6	7	101	-10	100	-23	/	100
CCC(Sc1nc2c(cnn2-c2ccc(Cl)cc2)c(=O)[nH]1)C(=O)OC (stereo not given)	98	106	103	25	8	100	13	100	-11	/	101
CSc1cccc(NC(=O)/C=C/c2ccco2)c1	95	102	97	76	11	95	48	94	-31	-14	97
Cc1cccc(NC(=O)c2ccc(N3CCCCC3)c([N+](=O)[O-])c2)n1	99	102	100	81	11	99	-3	98	-24	/	100
COc1ccc2cc(C(c3nnnn3CC3CCCO3)N3CCOCC3)c(=O)[nH]c2c1 (stereo not given)	98	98	100	32	5	97	-2	99	3	-13	97
O=C(Cc1n[nH]c(=O)[nH]c1=O)N/N=C/c1ccccc1	98	97	100	9	21	97	3	96	-17	/	96
Cc1ccc(C)c(NC(=O)CCN2CCOCC2)c1	98	107	106	20	33	102	4	102	-14	-26	100
Cc1ccc(S(=O)(=O)CC2CSc3nc4ccccc4n32)cc1 (stereo not given)	98	101	99	39	6	100	-6	96	-23	/	96
CC(=O)Nc1sc(-c2ccccc2)nc1-c1ccccc1	97	99	98	12	11	97	20	99	2	10	96
C=CCc1cccc2cc(C(=O)N3CCN(C(=O)c4ccco4)CC3)c(=O)oc12	99	100	97	25	11	97	6	97	-14	/	98
CC1(C)CC(=O)/C(=C(\O)Cc2ccccc2)C(=NCCCCCC(=O)O)C1	99	101	100	12	7	97	13	98	-5	/	96
CCOc1cc(S(=O)(=O)NCCc2cccc(C)c2)c(OCC)cc1-n1cnnn1	101	104	105	15	31	102	-1	101	2	/	102
COc1cccc(/C=C/C(=O)c2cccc([N+](=O)[O-])c2)c1OC	?	?	?	10	10	?	7	?	-24	-21	?
Cc1cc(C)cc(NC(=O)Nc2ccc3c(c2)N(C)C(=O)CS3)c1	100	108	104	22	13	103	6	102	-21	/	102
COc1ccc(/C=N/NC(=O)c2ccc(=O)n(C)c2)cc1OC	100	105	101	10	13	99	4	102	1	-10	98
Cc1ncc(CO)c(/C=N/NC(=S)Nc2ccc(Cl)c(Cl)c2)c1O	103	95	91	10	10	93	71*	97	-61	-5	93
[2H]c1c([2H])c([2H])c(-c2nc(N3CCCCCC3)sc2C(=O)c2ccccc2)c([2H])c1[2H]	99	92	89	15	17	93	-7	91	0	/	94
CC(=O)Nc1ccc(C(=O)NC(CC(=O)O)c2ccc(Cl)cc2)cc1 (stereo not given)	100	101	100	30	6	100	-3	98	10	0	99

Individual results from the results shown:
Value of CCOC(=O)Cn1nnc2c(sc3nc4c(c(-c5ccc(Cl)cc5)c32)CCC4)c1=O under Cdc42 wt GTP: 97
Value of CC(=O)Nc1ccc(C(=O)NC(CC(=O)O)c2ccc(Cl)cc2)cc1 (stereo not given) under Rab2 wt GTP: 98
Value of Cc1cccc(NC(=O)c2ccc(N3CCCCC3)c([N+](=O)[O-])c2)n1 under Cdc42 wt GTP: 100
Value of Cc1c(Cl)cccc1NC(=O)CCC(=O)N/N=C/c1ccc[nH]1 under Rac1 act GTP bind: 94
Value of CCOC(=O)Cc1csc(N(C)C)n1 under Mcl1-Noxa inh: 10

5 compounds out of the list, sorted by length of the SMILES, low to high.
mol	Rab7 wt GTP bind	Rac1 wt modul	Cdc42 wt GTP	GSH bead fluor	Avidin bead fluor	HRas wt GTP	Mcl1-Noxa inh	Rab2 wt GTP	Mcl1-Bid inh	Pf gamet viab	Rac1 act GTP bind
Cc1cc(C=O)c(C)n1-c1ccc(N2CCOCC2)cc1	99	102	100	29	5	99	12	99	-37	27	96
O=C(COC(=O)c1cnccn1)c1ccc(OC(=O)c2ccccc2)cc1	99	106	100	6	7	101	-10	100	-23	/	100
CC(=O)Nc1ccc(C(=O)NC(CC(=O)O)c2ccc(Cl)cc2)cc1 (stereo not given)	100	101	100	30	6	100	-3	98	10	0	99
CCN(CC)S(=O)(=O)c1ccc(Cl)c(C(=O)N2CCc3ccccc32)c1	94	100	101	16	4	99	7	98	3	/	98
COc1cccc(-n2c(Cc3cc(=O)[nH]c(=O)[nH]3)nnc2SCC(=O)Nc2ccccc2)c1	98	104	102	13	7	97	-9	100	-18	/	100
